# High-throughput results from PubChem BioAssay.
# BaF3 parental: parental Ba/F3 viability inhibition as JAK2V617F counter-screen. CellTiter-Glo ATP luminescence. inhibition, % at 5.6 µM. 220,000 compounds, 1.1% hits;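 active = inhibition above a per-campaign cutoff, the mean inhibition of all tested compounds plus 3 SD, cut at about 27% in these data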;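 also: 0% = DMSO wells and 100% = JAK Inhibitor I control wells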
# Ba/F3 V617F tox: loss of viability in JAK2V617F-driven Ba/F3 cells. AID 1446. inhibition, % at 5.6 µM. 220,000 compounds, 1.1% hits. Ba/F3 EpoR-JAK2V617F viability, ATP luminescence;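 active = inhibition above the campaign mean plus 3 SD over all tested compounds, cut at about 24% in these data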;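 also: cytokine-independent growth of Ba/F3 cells driven by EpoR plus mutant JAK2; 0% = DMSO-treated cells and 100% = JAK inhibitor I control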
# NPY-Y2 PAM-ag: potentiates or activates human NPY-Y2 receptor | P49146 | cells expressing NPY-Y2, potentiator/agonist read-out | activation, % at 3.6 µM | 220,000 compounds, 0.45% hits | AID 1359; in the data active = activation above about 27%;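 also: cells stimulated with NPY near EC25 plus isoproterenol at EC100; 0% = vehicle plus submaximal agonist and 100% = vehicle plus saturating agonist; some results beyond the cut were filed as inactive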
# Target sequence (P49146 whole entry, looked up): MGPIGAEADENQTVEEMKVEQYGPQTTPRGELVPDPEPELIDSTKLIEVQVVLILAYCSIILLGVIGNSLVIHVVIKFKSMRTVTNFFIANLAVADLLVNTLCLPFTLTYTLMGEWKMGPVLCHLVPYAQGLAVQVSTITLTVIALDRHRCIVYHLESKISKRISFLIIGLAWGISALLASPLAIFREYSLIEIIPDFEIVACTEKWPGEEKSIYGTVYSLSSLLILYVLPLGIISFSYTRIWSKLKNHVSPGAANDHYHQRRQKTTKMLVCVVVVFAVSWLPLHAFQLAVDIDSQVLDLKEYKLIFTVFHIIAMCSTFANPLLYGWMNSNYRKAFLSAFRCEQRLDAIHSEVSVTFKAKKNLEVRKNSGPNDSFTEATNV
# NPY-Y1 antag: blocks the human neuropeptide Y Y1 receptor; P25929; HEK293-CNG Y1 cells, membrane potential fluorescence; NPY at EC95, then isoproterenol; inhibition, % at 3.6 µM; 200,000 compounds, 1% hits; AID 1040;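 active = inhibition above the campaign mean inhibition of all tested compounds plus 3 SD, cut at about 20% in these data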;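 also: 0% = DMSO wells given NPY plus isoproterenol and 100% = isoproterenol alone without NPY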
# Target sequence (P25929 whole entry, looked up): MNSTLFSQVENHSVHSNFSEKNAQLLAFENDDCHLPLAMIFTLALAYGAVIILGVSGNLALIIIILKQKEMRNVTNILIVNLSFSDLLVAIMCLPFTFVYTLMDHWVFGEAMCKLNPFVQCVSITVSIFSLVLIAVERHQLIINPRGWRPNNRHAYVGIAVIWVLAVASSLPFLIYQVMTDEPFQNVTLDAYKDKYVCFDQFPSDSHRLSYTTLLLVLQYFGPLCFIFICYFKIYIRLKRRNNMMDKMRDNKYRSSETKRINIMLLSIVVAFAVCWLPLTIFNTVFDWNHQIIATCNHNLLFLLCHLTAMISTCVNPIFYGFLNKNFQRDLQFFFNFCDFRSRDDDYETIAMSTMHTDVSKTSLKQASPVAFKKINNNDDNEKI
#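 Material: HEK293 Y1/CNG channel cell line | Also added: NPY (25 nM), isoproterenol (1 µM), Ro 20-1724 (25 µM) | Compound: One concentration, 3.6 µM, in 0.4% DMSO | Schedule: 3 h dye uptake, 1 h room-temperature compound, 45 min post-isoproterenol | Signal: Membrane-potential fluorescent dye readout | Read-out: % inhibition of NPY effect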
# S1P4 agonist: human S1P4 receptor agonism. O95977. AID 1509. activation, % at 4.98 µM. S1P4-expressing cell line, agonist reporter assay. 220,000 compounds, 0.35% hits; in the data active = activation above about 11%;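 also: 0% = DMSO vehicle and 100% = reference agonist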
# NPY-Y1 PAM-ag: human NPY-Y1 potentiation or agonism, primary screen | P25929 | NPY-Y1 expressing cells, potentiator/agonist activation | activation, % at 3.6 µM | 220,000 compounds, 0.37% hits | AID 1304; in the data active = activation above about 33%, passing the limit was not always enough;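 also: cells stimulated with NPY at EC10 then isoproterenol at EC100; 0% = low agonist plus stimulus and 100% = saturating agonist plus stimulus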
# Runt-CBFb FRET: inhibitors of human RUNX1 Runt domain binding to CBFb; 220,000 compounds, 0.46% hits; Q01196+Q13951; Cerulean-Runt/Venus-CBFb FRET ratio 530/480, 1 h; inhibition, % at 20 µM; AID 1496;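 active = inhibition over about 50% at 20 µM in the single-dose screen, limit read from the data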;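 also: 0% = DMSO wells and 100% = excess unlabeled CBFb competitor control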
#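 test system = Cerulean-tagged RUNX1 Runt domain (FRET donor) fusion protein | reagent = Venus-CBFb binding partner, 100 nM | incubation = protein complex preformed 1 h, compound exposure 1 h, room temperature, dark | detection = FRET fluorescence | read-out basis = loss of energy transfer signal | controls = 5 µM unlabeled CBFb as full-inhibition high control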
# RBBP9 inhibitor: inhibitors of human serine hydrolase RBBP9 | O75884 | recombinant RBBP9, FP-Rh probe fluorescence polarization | inhibition, % at 7.94 µM | 220,000 compounds, 0.2% hits;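 active = inhibition above the campaign mean of all tested compounds plus 3 SD, cut at about 14% in these data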;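 also: plate controls were DMSO wells with RBBP9 for no effect and wells lacking RBBP9 protein for full effect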
# Target sequence (O75884 whole entry, looked up): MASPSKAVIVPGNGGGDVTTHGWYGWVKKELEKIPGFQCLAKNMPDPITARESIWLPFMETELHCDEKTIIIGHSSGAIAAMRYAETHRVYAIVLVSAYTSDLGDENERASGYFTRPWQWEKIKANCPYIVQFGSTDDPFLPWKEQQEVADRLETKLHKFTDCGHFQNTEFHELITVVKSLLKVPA
#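 Test system – recombinant human RBBP9 · Input – RBBP9 2.5 µM in dispensing solution, pre-mixing · Medium – Tris buffer pH 8.0, NaCl, Pluronic · Schedule – preincubation 30 min plus labeling 45 min at 25 °C · Measured by – fluorescence polarization · Measure – % inhibition · Controls – DMSO and no-protein wells · Replicates – one well per compound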
# S1P4 antagonist: blocks the human S1P4 receptor; O95977; S1P4-expressing cells, antagonist mode, reporter read-out; inhibition, % at 4.98 µM; 220,000 compounds, 0.26% hits; in the data active = inhibition above about 29%;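 also: 0% = wells stimulated with agonist and 100% = vehicle wells without agonist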
# The depositor's hits bear a star; · = no result given.
1. CCOC(=O)c1cc2n(c1N)-c1ccccc1C2=O
2. CCOc1ccc(C(=O)Nc2ccc(N3CCN(S(C)(=O)=O)CC3)cc2)cc1[N+](=O)[O-]
3. CCOc1ccc(/C=N/NC(=O)C(C)Sc2ccccn2)cc1OCC (configuration not stated)
4. O=c1[nH]c2ccc(S(=O)(=O)N3CCN(c4ccccc4F)CC3)cc2s1
5. O=C1NC(=S)N(c2cccc(Cl)c2)C12CCCCC2
6. COCCOc1nc2c(c(=O)n(C)c(=O)n2C)n1Cc1cccc(OC)c1
7. COc1cc(C(=O)N[C@H](C(=O)NC2CCCCCC2)C(C)C)cc(OC)c1OC
8. CC(=O)N1N=C2c3ccccc3CCC2C1c1ccc(F)cc1 (configuration not stated)
Screen / compound no.	1	2	3	4	5	6	7	8
BaF3 parental	2	-1	7	8	5	23	5	0
Ba/F3 V617F tox	-3	-2	-2	1	5	15	-5	1
NPY-Y2 PAM-ag	-3	-7	-6	2	3	-16	2	8
NPY-Y1 antag	-2	0	-1	1	-9	-2	6	·
S1P4 agonist	-4.3	0.0	1.2	0.2	1.5	1.9	-5.0	1.9
NPY-Y1 PAM-ag	-2	9	-17	-6	5	-7	-16	-4
Runt-CBFb FRET	9	-4	-1	0	-2	3	-1	0
RBBP9 inhibitor	-1	0	-6	-2	-17	4	-1	-5
S1P4 antagonist	-7	-16	-22	-10	-11	-6	12	-6

9. CCOc1ccc(NC(=O)C(CC(=O)O)Cc2ccccc2)cc1 (configuration not stated)
10. COc1cccc(C(=O)CSc2nnc(CNS(=O)(=O)c3ccc(C)cc3)n2C)c1
11. NNC(=O)c1ccc2c(c1)S(=O)(=O)NNC2=O
12. FC(F)(F)c1ccccc1NC(=S)N1CCN(Cc2ccc3c(c2)OCO3)CC1
13. Cc1ccc(-c2nc3ccccc3o2)cc1NC(=S)NC(=O)c1cccs1
14. CS(=O)(=O)N1CCN(C(=S)NCc2ccc(Cl)cc2)CC1
15. COc1ccc(F)cc1S(=O)(=O)NC(Cc1ccccc1)C(N)=O (configuration not stated)
16. COc1ccc(NC(=O)C2CCCN(S(=O)(=O)c3cccc4nonc34)C2)c(OC)c1 (configuration not stated)
Screen / compound no.	9	10	11	12	13	14	15	16
BaF3 parental	1	1	1	-2	10	8	5	3
Ba/F3 V617F tox	4	-3	-1	-7	10	2	-2	-4
NPY-Y2 PAM-ag	8	-2	1	9	-24	-12	7	-1
NPY-Y1 antag	5	-7	3	-1	1	5	17	-2
S1P4 agonist	0.8	-1.2	0.5	2.6	-1.5	0.7	-0.4	1.5
NPY-Y1 PAM-ag	-16	15	16	2	-4	16	19	-14
Runt-CBFb FRET	0	2	0	1	1	-2	1	-4
RBBP9 inhibitor	-2	-7	-2	1	-7	1	-7	1
S1P4 antagonist	-13	1	-2	3	13	10	-7	9

17. COC(=O)c1cc(=O)c2c([N+](=O)[O-])ccc(OC)c2o1
18. CC1=CC(C)(C)Nc2ccc(OC(=O)C(Cc3ccccc3)N3C(=O)C4CCCCC4C3=O)cc21 (configuration not stated)
19. Cn1nc(-c2ccccc2)c(-c2nc(-c3cccc(C(F)(F)F)c3)no2)c1Cl
20. CCOC(=O)c1ccccc1NS(=O)(=O)c1ccccc1F
21. CC1=NN(c2nc(-c3ccc(C)cc3)cs2)C(=O)C1N=Nc1cccc(O)c1 (configuration not stated)
22. CCOc1cc(S(=O)(=O)N2CCC(c3nc4ccccc4s3)CC2)c(OCC)cc1S(=O)(=O)N1CCCCC1
23. O=C1NC(=Nc2ccc(Cl)cc2)/C(=C/c2ccco2)S1
24. CCN(CC)c1ccc(C2NC(=O)NC(C)=C2C(=O)Nc2ccccc2)cc1 (configuration not stated)
Screen / compound no.	17	18	19	20	21	22	23	24
BaF3 parental	1	3	4	1	8	5	6	5
Ba/F3 V617F tox	-4	-2	-1	-5	3	2	1	-1
NPY-Y2 PAM-ag	8	5	10	15	3	-12	5	-9
NPY-Y1 antag	2	-6	-4	5	0	2	0	1
S1P4 agonist	0.3	-0.6	0.0	2.0	0.5	-2.6	1.1	-0.6
NPY-Y1 PAM-ag	10	11	4	0	-9	2	-8	14
Runt-CBFb FRET	-2	2	-4	-2	-3	2	-25	-4
RBBP9 inhibitor	1	3	7	-15	1	-4	-10	-10
S1P4 antagonist	-2	8	14	-5	1	6	-11	-8

25. COc1cccc(CN2CCC(C(=O)N3CCC(C)CC3)CC2)c1
26. C/C(=N\NC(=S)NC1CCCCC1)c1ccc(Cl)c(Cl)c1
27. Cc1ccc(C)c2[nH]c(=O)c(CN(CC3CCCO3)S(=O)(=O)c3ccc4c(c3)OCCO4)cc12 (configuration not stated)
28. O=C(CN1C(=O)CCC1=O)Nc1cccc(NC(=O)CN2C(=O)CCC2=O)c1
29. O=C(CN(C(=O)CSc1nnc(COc2ccccc2)o1)c1ccc(F)cc1)NC1CCCC1
30. O=[N+]([O-])c1cc2c(cc1/C=N/n1c(-c3ccccc3)n[nH]c1=S)OCO2
31. O=C(N/N=C/c1c(O)n(-c2ccc(Cl)cn2)c(=O)c2ccccc12)C1CC1
32. CCS(=O)(=O)N1CCCC(C(=O)NCc2ccc(C)cc2)C1 (configuration not stated)
Screen / compound no.	25	26	27	28	29	30	31	32
BaF3 parental	2	1	6	2	8	3	5	0
Ba/F3 V617F tox	-1	-2	1	5	3	4	-1	-4
NPY-Y2 PAM-ag	-1	-8	2	-6	-5	-9	-9	13
NPY-Y1 antag	-2	·	2	-7	1	3	-1	-2
S1P4 agonist	-1.6	0.8	1.1	-2.2	1.9	-1.8	3.2	-1.1
NPY-Y1 PAM-ag	10	-14	16	-2	-10	-1	-7	23
Runt-CBFb FRET	1	2	-6	-1	2	24	-14	-2
RBBP9 inhibitor	-8	6	-11	-3	-7	0	-6	-6
S1P4 antagonist	-1	6	0	-19	-7	-10	-10	-4

33. COc1ccc(-c2cccc(C(=O)NCC(=O)O)c2)cc1
34. Cc1ccc(S(=O)(=O)N2CCC(C(=O)N/N=C/c3ccncc3)CC2)cc1
35. CCN(CC)C(=O)/C(NC(=O)c1ccccc1)=C(/Sc1ncccn1)c1ccccc1
36. CCOC(=O)N1CCN(C(=O)c2ccc(NS(C)(=O)=O)cc2)CC1
37. O=C(O)CCn1c(=S)n(CCC(=O)O)c2ccccc21
38. CS(=O)(=O)N(CC(=O)NCc1ccco1)c1ccc(OCc2ccccc2)cc1
39. O=C(C(c1ccccc1)c1ccccc1)N1CCN(CC(O)COc2ccccc2)CC1 (configuration not stated)
40. COc1ccc(-c2c(C)oc3ccc(C)cc23)cc1
Screen / compound no.	33	34	35	36	37	38	39	40
BaF3 parental	3	10	6	3	0	6	4	2
Ba/F3 V617F tox	-2	-2	1	4	2	1	-1	0
NPY-Y2 PAM-ag	5	5	10	-6	8	-4	11	-5
NPY-Y1 antag	-3	2	0	11	·	0	5	1
S1P4 agonist	2.5	2.2	0.8	3.3	-0.9	2.3	0.6	0.8
NPY-Y1 PAM-ag	10	7	8	-3	-3	-7	14	-5
Runt-CBFb FRET	2	1	-2	1	-1	2	-1	-3
RBBP9 inhibitor	-11	-4	-5	-9	-9	-4	2	4
S1P4 antagonist	-7	14	-19	-9	10	-10	-4	-7

41. CCN(c1ccccc1)S(=O)(=O)c1ccc(Cl)c(NC(=O)Nc2ccc(Cl)cc2C#N)c1
42. CCN(CC)c1ncc(C)c(=O)[nH]1
43. CC(C)CNC(=S)NC(=O)c1ccc(F)cc1
44. COCC(C)n1c(SCc2nc(N)nc(Nc3ccccc3C)n2)nc2ccccc2c1=O (configuration not stated)
45. O=C(Cn1ncc2c1-c1ccccc1OC2)Nc1ccc(Cl)cn1
46. COc1ccc(CC2C(=O)OC(C)(C)OC2=O)cc1
47. N=C1C(=O)OCC1c1cc(Cl)ccc1NC(=O)Nc1ccccc1 (configuration not stated)
48. O=C(Nc1ccc(N2CCOCC2)cc1)c1ccc2c(c1)OCO2
Screen / compound no.	41	42	43	44	45	46	47	48
BaF3 parental	6	4	3	3	0	2	4	3
Ba/F3 V617F tox	-2	-2	-2	0	-4	2	-3	4
NPY-Y2 PAM-ag	-1	6	2	-6	-2	-9	-1	-3
NPY-Y1 antag	-5	-4	-1	17	-3	-1	2	2
S1P4 agonist	-0.1	0.5	0.2	-0.5	-1.6	0.6	0.3	1.8
NPY-Y1 PAM-ag	20	-2	-10	-26	-7	-5	-13	-10
Runt-CBFb FRET	-1	1	1	1	1	2	-6	0
RBBP9 inhibitor	-14	-8	-3	-5	-2	-4	9	-9
S1P4 antagonist	-3	6	10	-9	-2	-4	-2	-16

49. CC1CCC/C(=N/NC(=O)c2ccccc2-n2cccc2)C1 (configuration not stated)
50. Cc1ccc(CNC(=O)c2ccc(CNc3c(N4CCCC4)c(=O)c3=O)cc2)cc1
51. CC(NC(=O)Nc1nccs1)(C(F)(F)F)C(F)(F)F
52. O=C(NC(=S)N1CCc2ccccc21)c1ccccc1
53. NC(=O)CN1CCN(S(=O)(=O)c2ccc(Cl)cc2)CC1
54. CCOC(=O)CSC1=C(C#N)C(c2ccccc2OC)CC(=O)N1 (configuration not stated)
55. O=C(Cc1csc(NC(=O)c2ccccc2)n1)NO
56. O=C(NC1=NCCS1)c1ccc(N2CCCC2=O)cc1
Screen / compound no.	49	50	51	52	53	54	55	56
BaF3 parental	5	3	2	4	6	8	6	-1
Ba/F3 V617F tox	-2	2	3	3	3	-2	3	-5
NPY-Y2 PAM-ag	2	15	-3	1	-11	-4	-8	-1
NPY-Y1 antag	1	2	1	-1	2	1	0	3
S1P4 agonist	0.4	3.5	2.7	1.4	2.1	-0.1	-0.6	2.0
NPY-Y1 PAM-ag	6	-2	-3	4	-10	-1	4	-5
Runt-CBFb FRET	-1	4	-2	8	-2	1	1	0
RBBP9 inhibitor	-3	-8	-17	-8	-11	-4	5	-2
S1P4 antagonist	8	-23	-18	-7	-18	9	-9	-17
